ABCB6 inh MLPCN: human ABCB6 transporter inhibition | Q9NP58 | AID 602162 | K562-ABCB6 porphyrin accumulation, flow cytometry, 1 h; stronger effect = lower value | 360,000 compounds, 0.19% hits | fluorescence ratio to DMSO, % at 10 µM;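 active = fluorescence ratio to DMSO below 75%, the collection mean minus 3 SD; inconclusive = too few cells collected in the well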;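 note: signal is porphyrin accumulated inside mitochondria; 100% equals median channel fluorescence of DMSO control wells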
Target sequence (Q9NP58 whole entry, looked up): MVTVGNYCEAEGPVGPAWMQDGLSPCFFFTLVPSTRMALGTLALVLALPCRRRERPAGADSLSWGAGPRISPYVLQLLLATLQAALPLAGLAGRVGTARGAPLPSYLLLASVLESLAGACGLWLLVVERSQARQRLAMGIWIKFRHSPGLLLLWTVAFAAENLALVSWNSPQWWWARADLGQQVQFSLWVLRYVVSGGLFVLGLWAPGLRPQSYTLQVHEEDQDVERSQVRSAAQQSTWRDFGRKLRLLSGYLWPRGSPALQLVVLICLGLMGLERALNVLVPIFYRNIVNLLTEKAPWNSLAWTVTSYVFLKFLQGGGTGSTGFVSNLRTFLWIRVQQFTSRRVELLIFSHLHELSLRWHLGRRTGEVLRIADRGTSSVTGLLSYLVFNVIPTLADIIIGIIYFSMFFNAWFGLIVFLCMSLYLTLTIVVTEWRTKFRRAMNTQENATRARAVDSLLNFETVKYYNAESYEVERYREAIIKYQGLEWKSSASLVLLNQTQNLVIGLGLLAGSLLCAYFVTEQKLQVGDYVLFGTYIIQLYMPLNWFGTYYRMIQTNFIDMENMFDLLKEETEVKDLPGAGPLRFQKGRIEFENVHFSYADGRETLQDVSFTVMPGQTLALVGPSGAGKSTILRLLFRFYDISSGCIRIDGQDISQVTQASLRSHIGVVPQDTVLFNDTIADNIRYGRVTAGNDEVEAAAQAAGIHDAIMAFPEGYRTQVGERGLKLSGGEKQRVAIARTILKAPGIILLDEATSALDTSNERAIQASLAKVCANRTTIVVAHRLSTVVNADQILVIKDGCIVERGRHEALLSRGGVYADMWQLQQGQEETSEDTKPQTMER
MC4R ag barr: activates human MC4R beta-arrestin recruitment | P32245 | activation, % at 8.9 µM | 360,000 compounds, 0.98% hits | U2OS MC4R beta-arrestin complementation, luminescence; percent of melanotan II response, DMSO zero;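 active = activation above a per-plate cutoff, the mean activation of sample wells on that plate plus 3 SD, cut at about 8% in these data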
Glyco luc inh: blocks N-linked glycosylation in D54 reporter cells; D54 ERlucT glycosylation luciferase reporter, 24 h; percent of 100 nM tunicamycin response; reporter increase, % at 12.5 µM; 360,000 compounds, 0.23% hits; AID 588692;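 active = mean luciferase reporter signal, scaled so untreated is 0 and the glycosylation-blocking control 100, at or above a set limit in every replicate; inconclusive = mean reaches the limit but not every replicate does; inactive = mean below the limit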;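 note: luciferase carries N-glycosylation sites so blocking glycosylation raises the light; 0% = median of neutral control wells and 100% = median of 100 nM tunicamycin wells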
Cardio protect: myocardial damage modulation in H9c2 cells | 360,000 compounds, 0.63% hits | protection from H2O2 cell death, % at 20 µM | AID 588492 | H9c2 cardiomyocytes, H2O2 injury protection, ATPLite, 2 h;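 active = compounds giving at least 50% protection of heart cells from peroxide-induced death in the single-dose screen, raw or plate-pattern-corrected value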;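 note: 0% = DMSO wells with peroxide and 100% = DMSO wells without peroxide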
aDG glyco act: increases alpha dystroglycan glycosylation; Pro5-aDG cells, alpha-DG glycosylation AlphaScreen (IIH6); 0% Pro5, 100% B10-LARGE cell signal; activation, % at 10 µM; 360,000 compounds, 0.22% hits; AID 624168;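 active = activation of at least 8% versus controls, or a plate z-score of at least 8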;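 note: Pro5 are CHO cells carrying HIG-tagged alpha-DG that lacks glycosylation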
hiPSC survival: increases survival of single human iPS cells; 360,000 compounds, 0.044% hits; survival enhancement, % at 20 µM; hiPSC single-cell survival, ATPlite luminescence; 100% = ROCK inhibitor wells, 0% = DMSO; in the data active = survival enhancement above about 18%;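 note: cells exposed to compounds for 16 hours before the ATP read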
HTR2A ag: agonists of mouse serotonin 5-HT2A receptor (HTR2A); CHO-K1 mHTR2A beta-arrestin complementation, luminescence; percent of 30 µM serotonin response; P35363; 360,000 compounds, 0.66% hits; activation, % at 7.6 µM;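 active = activation above a run cutoff, the mean activation of all tested compounds plus 3 SD, cut at about 14% in these data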;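 note: 0% = plate median of compound wells and 100% = 30 µM serotonin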
MC4R antag cAMP: blocks human MC4R cAMP signaling | 360,000 compounds, 0.48% hits | inhibition, % at 6.5 µM | AID 540295 | P32245 | MC4R-expressing cells, MTII-stimulated cAMP, LANCE TR-FRET;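 active = inhibition above its plate's cutoff, the mean of tested wells on that plate plus 3 SD, cut at about 29% in these data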;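 note: 0% = Melanotan II alone and 100% = Melanotan II plus saturating MCL0020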
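System: U2OS cells stably expressing human melanocortin 4 receptor (MC4R). Reagent: Melanotan II challenge after compound preincubation. Doses: 6.5 µM. Times: 30-min compound, 1-h challenge, 1-h detection, room temperature. Measured by: TR-FRET with Eu-cAMP and labeled anti-cAMP, 671 nm. Replicates: singlicate.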
Granule exo inh: lytic granule exocytosis inhibition; TALL-104 LAMP-1 surface exposure, flow cytometry; cells stimulated with thapsigargin and PMA; inhibition, % at 10 µM; 360,000 compounds, 0.66% hits;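 active = inhibition above about 55%, limit read from the data; inconclusive = no clear call, values can overlap the other calls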
ABHD5 PLIN5 PPI: inhibitors of human ABHD5-perilipin-5 interaction; Split G. princeps luciferase complementation, luminescence, 4 h; Q00G26+Q8WTS1; inhibition, % at 4 µM; AID 602281; 360,000 compounds, 0.78% hits;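 active = inhibition above the mean inhibition across every tested compound plus 3 SD, cut at about 22% in these data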;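 note: 0% = DMSO only wells and the 100% control is not disclosed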
* hit, by the source's call; ? = inconclusive; · = not tested or not shown.

SMILES	ABCB6 inh MLPCN	MC4R ag barr	Glyco luc inh	Cardio protect	aDG glyco act	hiPSC survival	HTR2A ag	MC4R antag cAMP	Granule exo inh	ABHD5 PLIN5 PPI
CC(C)NC(=O)c1ccc(NC(=O)CC2SC(N3CCCC3)=NC2=O)cc1 (stereo not drawn)	97	-0.4	4	4	0.0	0.8	-2	-2	-3	-1
COc1ccc(C(=O)OCC(=O)NC23CC4CC(CC(C4)C2)C3)c(O)c1	78	1.2	2	-24	-0.3	-1.6	-6	12	5	2
O=C(NCCOC(=O)C1COc2ccccc2O1)C1COc2ccccc2O1 (stereo not drawn)	100	2.2	1	5	-0.3	-1.7	1	13	-2	0
C/C(=N\NC(=O)C1COc2ccccc2O1)c1cccs1 (stereo not drawn)	94	-1.3	2	5	-0.1	-1.1	0	3	-1	1
O=C(CN1C(=O)c2cccnc2Oc2ccc(Cl)cc21)NC1CCCC1	103	-1.3	-1	-1	-0.1	0.2	6	3	2	5
Cc1cccc(CC(=O)Nc2cc(=O)n(C)c(=O)n2C)c1	104	-0.9	1	0	0.0	0.4	1	13	1	0
O=C1C2C3C=CC(C4CC34)C2C(=O)N1c1ccc2c(c1)OCO2 (stereo not drawn)	94	2.1	0	-8	-0.6	-0.8	-2	2	4	12
COc1cccc(NS(=O)(=O)c2ccc3c(c2)C2C=CCC2C(c2ccc(C(=O)O)cc2)N3)c1 (stereo not drawn)	101	-1.1	0	1	0.0	-0.6	5	4	0	18
Cc1ccc(N2CC(C(=O)Nc3ccc(N4CCOCC4)cc3)CC2=O)cc1C (stereo not drawn)	103	-0.1	1	-1	0.0	-0.1	-10	19	-5	0
CCCc1nnc(NC(=O)CNc2ccc(F)cc2)s1	94	1.1	2	-6	-0.2	1.9	7	11	1	0
COc1ccccc1NC(=O)CNC(=O)c1ccc(Br)o1	99	-1.1	1	6	0.0	-0.8	-1	7	-4	-2
CC(O)CCC(=O)NCCNC(=O)CCC(C)O (stereo not drawn)	105	-0.4	0	2	0.0	-0.2	20*	6	0	-12
CC(=O)N1CC=C2C(C#N)=C(N)C(C#N)(C#N)C(CCc3ccccc3)C2C1 (stereo not drawn)	104	1.5	0	20	-0.2	3.2	-3	12	3	-6
Cc1ccc(C)c(S(=O)(=O)n2cnc3ccccc32)c1	103	0.0	0	7	-0.3	4.4	0	-5	-6	6
O=C(CNCCC1=CCCCC1)Nc1ccccc1N1CCCCC1	98	2.8	-4	-15	0.3	-0.1	8	8	3	1
CC(C)c1ccc(/C=C/C(=O)CCC(=O)O)cc1	89	3.5	-8	-5	0.2	0.6	1	-2	-4	1
O=C(O)c1cccc2c1-c1c(cccc1[N+](=O)[O-])C2	95	-0.1	0	0	0.0	-3.3	8	6	3	6
Cc1cc(C(=O)CN2C(=O)NC(C)(c3ccccc3)C2=O)c(C)n1CC1CCCO1 (stereo not drawn)	97	0.1	2	12	-0.1	-0.2	4	17	5	4
CCOC(=O)c1cccc(-c2ccc(C=O)o2)c1	101	2.5	2	-1	-0.2	1.9	6	-3	-10	10
Cc1cc(C(=O)N/N=C/c2ccncc2)c(C)o1	106	3.0	-2	-1	1.1	-0.5	-3	4	-3	12
Cc1ccc2oc(C(=O)N(Cc3ccc(N(C)C)cc3)CC3CCCO3)c(C)c2c1 (stereo not drawn)	94	-2.5	-2	-13	-0.4	-0.4	-2	0	3	-18
CCc1ccccc1N(CC(=O)NCCc1ccccc1)C(=O)CCC(=O)Nc1ccccn1	94	1.0	3	8	0.3	-0.2	9	1	22	-6
O=C(c1ccc(Cl)cc1)N1CCC2CC1c1cc(-c3ccccc3)ccc12 (stereo not drawn)	101	-1.1	0	-16	-0.2	1.7	-4	-2	-2	-7
Cc1onc(-c2ccccc2Cl)c1C(=O)NCc1cccnc1	103	-1.1	2	11	0.0	1.1	2	2	-1	10
CCc1ccc(NC(=O)/C(C#N)=C/c2cc3ccc(C)cc3nc2N2CCOCC2)cc1	288	-1.6	4	-1	-0.2	3.7	-2	19	5	-5
O/N=C1/CCc2nonc2/C1=N/O	105	-0.2	-1	7	-0.2	4.1	-1	-2	0	-3
Cc1ccc(CS(=O)Cc2ccc(C(=O)NCC(C)c3ccccc3)o2)cc1 (stereo not drawn)	99	0.0	-1	-2	0.1	0.6	-4	-3	11	-3
Cc1nn(CC(=O)c2ccc3c(c2)OCCO3)c(=O)c(C#N)c1C	99	-1.7	0	-4	0.0	-0.3	-2	13	0	-2
CN1C=CC=C/C1=C1/N=C(c2ccccc2)OC1=O	97	-0.6	1	0	-0.1	-3.3	4	-4	0	0
CCOC(=O)c1nc(C)n(-c2ccc(Cl)cc2Cl)n1	95	1.0	1	0	-0.2	1.3	5	7	-3	-14
CCOc1ccc(NC(=O)COC(=O)Cn2cnnn2)cc1OCC	98	0.0	2	-3	0.1	1.7	0	3	-2	6
O=C(O)c1cccc(N2C(=O)c3ccc4c5c(ccc(c35)C2=O)C(=O)N(c2cccc(C(=O)O)c2)C4=O)c1	92	-1.7	0	6	0.0	-0.1	0	-13	2	-4
CC(=O)c1ccc(N2CCN(C(=O)c3ccc(Cn4c(=S)[nH]c5ccc(N6CCOCC6)cc5c4=O)cc3)CC2)cc1	94	-0.3	-4	-8	0.5	0.0	2	8	0	5
COc1ccc(/C=C2\CCCc3c2nc2ccc(C)cc2c3C(=O)O)cc1O	94	-0.2	2	6	-0.1	-0.3	-1	-5	-7	-1
COc1ccccc1CN(CC(=O)NCc1ccc(F)cc1)C(=O)c1csnn1	99	0.3	-2	-1	0.0	-0.4	5	16	5	6
CC(C)(O)CC[C@@H](O)[C@](C)(O)[C@H]1CC[C@@]2(O)C3=CC(=O)[C@@H]4C[C@@H](O)[C@@H](O)C[C@]4(C)[C@H]3CC[C@]12C	100	-0.8	1	3	-0.4	-0.4	-3	7	-3	5
CCOc1ccc(CCNC(=O)COC(=O)Cn2cnc3c2c(=O)n(C)c(=O)n3C)cc1OCC	95	-3.8	2	0	0.0	-0.4	-2	10	-2	-10
COc1ncnc(OC)c1NC(=O)c1ccc(F)cc1	94	-0.2	2	6	-0.1	-0.3	0	1	1	-2
CCCCOc1ccc(CSc2nnc(C)n2N)cc1[N+](=O)[O-]	102	4.0	1	-4	-0.1	-1.7	-4	1	1	3
Cc1cc(OC(=O)c2cccc(F)c2)c([N+](=O)[O-])c(=O)[nH]1	105	0.2	1	6	-0.1	-0.1	15*	8	0	1
COc1ccc2nc(C)c3c(c2c1)OC(C)C3 (stereo not drawn)	107	1.6	1	-13	1.0	4.8	-4	1	-2	0
CCOC(=O)c1cc(=O)n2nc(-c3ccccc3F)nc2s1	103	-1.8	2	5	-0.1	-2.3	1	7	4	22
CN(c1ccccc1)c1ccc(/C=N/N2CCOCC2)cc1	100	0.4	-14	-9	-0.3	-2.0	1	8	1	-5
O=C(C[n+]1cc(-c2ccccc2)n2c1CCC2)Nc1nc(-c2ccc(F)cc2)cs1	97	-1.2	0	1	-0.3	-0.4	21*	10	-2	20
COc1cc2cc(C(=O)O)[nH]c2c(OC)c1OC	96	0.4	2	7	0.1	0.2	0	4	2	5
Cc1cc(Cl)ccc1OC(C)C(=O)NC(C)C1CCCO1 (stereo not drawn)	99	0.3	0	-2	0.6	0.0	16*	15	-1	-10
CCN(C(=O)COc1cc(=O)n(CC)c2ccccc12)c1cc(Cl)ccc1OC	95	-0.6	1	38	0.1	-3.9	4	-1	9	-2
Nc1nc2c(nc(Br)n2[C@@H]2O[C@@H]3COP(=O)(O)O[C@H]3[C@H]2O)c(=O)[nH]1	96	0.8	1	2	0.3	0.3	-1	-28	5	0
CCCOC(=S)N/C(=N\S(=O)(=O)c1ccccc1)c1ccccc1	102	0.8	3	2	0.2	1.6	0	-4	0	-9
O=C1C2CC=CCC2C(=O)N1c1ccc(OCC(O)Cn2nnc3ccccc32)cc1 (stereo not drawn)	94	-0.9	3	-6	0.5	-1.6	12	11	5	2

Entries listed so far shown as hits in HTR2A ag.
SMILES | ABCB6 inh MLPCN | MC4R ag barr | Glyco luc inh | aDG glyco act | HTR2A ag | MC4R antag cAMP | Granule exo inh | ABHD5 PLIN5 PPI
CC(O)CCC(=O)NCCNC(=O)CCC(C)O (stereo not drawn) | 105 | -0.4 | 0 | 0.0 | 20* | 6 | 0 | -12
Cc1cc(OC(=O)c2cccc(F)c2)c([N+](=O)[O-])c(=O)[nH]1 | 105 | 0.2 | 1 | -0.1 | 15* | 8 | 0 | 1
O=C(C[n+]1cc(-c2ccccc2)n2c1CCC2)Nc1nc(-c2ccc(F)cc2)cs1 | 97 | -1.2 | 0 | -0.3 | 21* | 10 | -2 | 20
Cc1cc(Cl)ccc1OC(C)C(=O)NC(C)C1CCCO1 (stereo not drawn) | 99 | 0.3 | 0 | 0.6 | 16* | 15 | -1 | -10

Additional results follow.
SMILES	ABCB6 inh MLPCN	MC4R ag barr	Glyco luc inh	Cardio protect	aDG glyco act	hiPSC survival	HTR2A ag	MC4R antag cAMP	Granule exo inh	ABHD5 PLIN5 PPI
Cc1ccccc1-c1cnc(C(O)c2c(C)ccc3ccccc23)[nH]1 (stereo not drawn)	96	-2.0	2	-5	0.3	1.9	3	-1	4	-3
Cc1ccc(O)c(NC(=O)c2ccc3c(c2)C(=O)N(Cc2cccnc2)C3=O)c1	117	-1.1	3	13	-0.1	-0.1	1	5	16	1
COc1cc2c(cc1OC)C1=NC(=O)CN1C(SCc1ccc(C)cc1)=N2	98	1.8	-3	-13	0.1	-0.1	-1	-9	10	4
S=C(NCc1ccco1)N/N=C/c1ccccc1Cl	99	-1.0	1	-12	0.3	-0.8	4	0	2	-2
CC(C)(C)C(=O)NCCc1nc2ccccc2n1CC(=O)c1ccccc1	?	-0.5	2	0	0.1	-0.3	-4	4	1	-1
COC(=O)c1cc2c(s1)-c1ccccc1CC2	104	-0.9	3	-16	-0.1	0.1	-1	-1	-4	-6
CCNc1cc(N2CCN(S(=O)(=O)c3ccc4c(c3)CCCC4)CC2)ccc1[N+](=O)[O-]	98	-0.6	-1	-4	-0.3	-1.6	6	10	-2	4
CC(CN1CCN(C)CC1)OC(=O)c1ccccc1Cl (stereo not drawn)	89	-1.2	0	2	0.0	0.3	-6	-3	-1	1
CC(=O)NC(CC(=O)OC(C)C(=O)Nc1ccc(Cl)cn1)c1ccccc1 (stereo not drawn)	102	-1.7	-2	0	-0.1	-0.5	7	10	-8	3
CCOc1cnc(C(=O)NNC(=O)c2ccccc2Br)o1	100	-0.5	3	2	0.2	-0.7	6	19	-1	-2
O=[N+]([O-])c1cc(Cl)ccc1-c1nc(-c2ccncc2)no1	101	-0.8	0	-1	0.5	-1.4	-1	3	0	4
Cc1cc2nc(-c3nnnn3-c3c(C)cccc3C)c(=O)[nH]c2cc1C	97	·	·	·	-0.1	1.4	4	·	20	2
CC(C)CNS(=O)(=O)c1ccc(CCC(=O)NC2CCCCC2)cc1	101	0.6	-1	-2	0.0	0.7	-2	-3	2	3
O=C(O)CC1COc2ccccc2N1C(=O)c1ccccc1Cl (stereo not drawn)	101	0.3	-1	8	0.5	0.8	3	-2	-6	1

Screening results as filed in PubChem BioAssay.
